Compound activity (PubChem BioAssay)
RmlCD inh 1536: M. tuberculosis RmlC/RmlD coupled enzyme inhibitors, primary screen, biochemical, compound mixtures, 384-well, from 1536-well plates; dTDP-4-dehydrorhamnose reductase (Mycobacterium tuberculosis (strain ATCC 25618 / H37Rv)) …; RmlC+RmlD coupled enzyme assay, percent inhibition; primary screen in compound mixtures; inhibition, % at 3.6 µM; 160,000 compounds, 0.03% hits; in the data active = inhibition mostly above about 34%, no sharp cut-off; inconclusive = no clear call, values can overlap the other calls; inactive = mostly below about 22%; also: some results filed as inactive read as strong as hits
Target sequence (P9WH09 whole entry, looked up): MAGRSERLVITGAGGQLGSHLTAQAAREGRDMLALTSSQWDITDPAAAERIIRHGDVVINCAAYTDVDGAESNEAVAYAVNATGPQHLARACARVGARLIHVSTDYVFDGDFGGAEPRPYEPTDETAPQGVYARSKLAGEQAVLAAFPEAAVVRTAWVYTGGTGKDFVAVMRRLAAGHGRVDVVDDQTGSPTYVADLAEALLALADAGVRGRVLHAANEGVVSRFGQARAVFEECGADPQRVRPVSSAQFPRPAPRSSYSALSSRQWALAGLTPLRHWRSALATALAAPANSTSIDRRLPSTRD
Target sequence (P9WH11 whole entry, looked up): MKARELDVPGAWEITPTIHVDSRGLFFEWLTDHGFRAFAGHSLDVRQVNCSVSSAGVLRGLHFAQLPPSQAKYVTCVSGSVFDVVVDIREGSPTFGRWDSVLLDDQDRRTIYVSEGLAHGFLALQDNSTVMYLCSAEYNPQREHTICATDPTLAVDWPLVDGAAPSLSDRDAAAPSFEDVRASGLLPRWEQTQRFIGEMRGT
M. tuberculosis GlmU: inhibition of mycobacterial GlmU enzyme – biochemical, glucosamine-1-phosphate acetyltransferase (AID 1376). 220,000 compounds, 0.25% hits. Bifunctional protein GlmU (Mycobacterium tuberculosis (strain ATCC 25618 / H37Rv)). one-dose inhibition, %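 (tested at 30 µM in the primary screen)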; IC50 in µM for titrated hits. M. tuberculosis GlmU acetyltransferase enzyme assay; higher % means a stronger effect; in the data active = inhibition above about 13%; inconclusive = no clear call, values can overlap the other calls;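 also: 0% = complete reaction with vehicle and 100% = reaction without substrate; strong numbers were not always called active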
Active calls of the source: *; u = inconclusive; x = no result given.

| SMILES | RmlCD inh 1536 | M. tuberculosis GlmU |
| --- | --- | --- |
| CCCC(=O)Nc1cccc(NC(=S)NC(=O)C(C)Oc2ccc(Cl)cc2Cl)c1 (stereo not given) | -5.7 | 4.4% |
| COc1ccc(CCNC(=O)C2(C)CCC(=O)N2CCC(C)C)cc1OC (stereo not given) | -10.1 | -3.0% |
| O=C(/C=C/c1cccc(Br)c1)NCc1ccncc1 | 10.8 | 0.9% |
| C=CCN(c1ccccc1)S(=O)(=O)c1ccc(Cl)c(C(=O)OCC(=O)NCCCN2CCCC2=O)c1 | -10.6 | -1.1% |
| C/C(CCc1ccc2c(c1)OCO2)=N\N=C(/N)SC1CC(=O)N(c2ccc(Cl)cc2)C1=O (stereo not given) | -6.0 | 1.9% |
| CCc1ccc(CN(C)CCc2ccccn2)cc1 | 8.7 | 1.8% |
| O=C(CNC(=O)c1ccc(Br)cc1)N/N=C/c1ccc[nH]1 | x | 1.9% |
| COc1ccc(C(=O)NCCc2cn3ccccc3n2)cc1 | -2.5 | 3.2% |
| NC(=O)CSc1nc2ccccc2n1Cc1ccccc1 | x | 3.0% |
| Brc1ccc2[nH]ncc2c1 | x | 2.4% |

Compound profiles, from the list above. Values in the order: RmlCD inh 1536, M. tuberculosis GlmU
COc1ccc(C(=O)NCCc2cn3ccccc3n2)cc1 across the screens: -2.5, 3.2%
O=C(CNC(=O)c1ccc(Br)cc1)N/N=C/c1ccc[nH]1 across the screens: x, 1.9%

Going on with the list.
| SMILES | RmlCD inh 1536 | M. tuberculosis GlmU |
| --- | --- | --- |
| Cc1cccc(-c2nsc(SCC(=O)c3ccc(Cl)cc3)n2)c1 | 78.8 | 3.3% |
| N#Cc1cccc(-n2nnnc2-c2ccc3c(c2)OCO3)c1 | -4.6 | 0.0% |
| CCn1c(=NC(=O)c2ccc(S(=O)(=O)N3CCOCC3)cc2)sc2cccc(OC)c21 | -4.7 | -6.3% |
| COc1ccc(NC2=CC(c3ccccc3)N(c3ccc(OC)cc3)C2=O)cc1 (stereo not given) | -9.0 | 6.2% |
| CC/C(C)=N/Nc1ccc(S(=O)(=O)N2CCCC2)cc1[N+](=O)[O-] | 1.5 | 8.8% |
| Cc1c2cc(O)c(=O)cc-2oc2cc(O)c(O)cc12 | 5.5 | 27.1%* |
| Cc1ccc(NC(=O)CCC(=O)N/N=C/c2cc([N+](=O)[O-])ccc2O)cc1 | x | 3.2% |
| c1ccc(Oc2cccc(CN3CCOCC3)c2)cc1 | -6.3 | -0.1% |
| CCN1CCCC1CNC(=O)c1ccc(Sc2ccccc2Cl)c([N+](=O)[O-])c1 (stereo not given) | -9.1 | -9.8% |
| O=C1C2C(C(=O)N1CCN1CCN(Cc3ccc([N+](=O)[O-])cc3)CC1)[C@H]1C=C[C@@H]2C1 (stereo not given in full) | x | 0.8% |
| O=c1c2[nH]c3ccccc3c2ncn1Cc1ccncc1 | x | 2.7% |
| CC12CN(C(=O)c3ccc([N+](=O)[O-])cc3)CC(C)(CN(C(=O)c3ccc([N+](=O)[O-])cc3)C1)C2=O | 7.3 | x |
| CCOc1nc(NCCN2CCOCC2)nc(Nc2ccc([N+](=O)[O-])cc2)n1 | -5.2 | 1.4% |
| C/C(=C\C1CCCCC1)C(NC(=O)c1ccc(C(F)(F)F)cc1)c1ccc(-c2ccccc2)cc1 (stereo not given) | x | -7.0% |
| CCOc1ccc(N(CCC#N)S(=O)(=O)c2ccc(OC)cc2)cc1 | x | 5.6% |
| Cc1[nH]nc(-c2ccc(OCc3cnn(-c4ccccc4)c3)cc2O)c1Oc1ccccc1F | 6.1 | -3.0% |
| CCc1c(O)nc(SCC(=O)Nc2ccc3c(c2)CCC3)[nH]c1=O | x | -5.0% |
| O=C(OCc1ccc(Cl)cc1)c1cnccn1 | -9.4 | 3.5% |
| COC(=O)c1cc(-c2ccc(OC)cc2)on1 | x | 3.5% |
| CC(=O)N1C(=O)/C(=C2\SC(=S)N(c3c(C)n(C)n(-c4ccccc4)c3=O)C2=O)c2ccccc21 | u | -1.4% |

Gathered by group, the compounds so far with two or more sulfur atoms.
| SMILES | RmlCD inh 1536 | M. tuberculosis GlmU |
| --- | --- | --- |
| Cc1cccc(-c2nsc(SCC(=O)c3ccc(Cl)cc3)n2)c1 | 78.8 | 3.3% |
| CCn1c(=NC(=O)c2ccc(S(=O)(=O)N3CCOCC3)cc2)sc2cccc(OC)c21 | -4.7 | -6.3% |
| CC(=O)N1C(=O)/C(=C2\SC(=S)N(c3c(C)n(C)n(-c4ccccc4)c3=O)C2=O)c2ccccc21 | u | -1.4% |

Next records.
| SMILES | RmlCD inh 1536 | M. tuberculosis GlmU |
| --- | --- | --- |
| COc1cccc(SCC2(O)CCN(C(=O)c3ccc(Cl)cc3)CC2)c1 | -8.6 | -9.3% |
| Cc1ccc(Cn2nc(C)c(C=O)c2Cl)cc1 | 5.2 | 7.1% |
| CCN(CC)CCNC(=O)c1ccc(NS(=O)(=O)c2ccc3c(c2)OCCO3)cc1 | 3.7 | -2.1% |
| Cc1cccc(C(=O)Oc2ccc(/C=N/NC(=O)c3ccncc3)cc2)c1 | -0.7 | 7.3% |
| CN=C1SC(CC(=O)Nc2cccc(Cl)c2Cl)C(=O)N1C (stereo not given) | 12.3 | 2.2% |
| CCCCOC(=O)NCN1C(=O)C2C3C=CC(C3)C2C1=O (stereo not given) | x | 2.9% |
| CCCn1c(C)cc(C(=O)Cn2nnc3ccccc3c2=O)c1C | x | -1.2% |
| CCCCC(CC)CNC(=O)CC1Nc2c3ccccc3nc(=S)n2C1=O (stereo not given) | -2.0 | 0.5% |
| CC(C)CSC1=NSC2=NC(=O)/C(=C\c3ccccc3)C(=N)N12 | 16.8 | 1.1% |
| Cc1ccc(SCC(=O)Nc2ncc(C)s2)cc1 | x | 2.5% |

The results go on:
canonical_smiles,RmlCD inh 1536,M. tuberculosis GlmU
O=C(c1cc(COc2ccc(F)cc2Cl)on1)N1CCc2ccccc2C1,2.3,1.8%
CC(=O)O[C@@H]1/C=C/[C@](C)(O)C[C@@H](C)C/C=C/[C@H]2[C@@H]3O[C@]3(C)[C@@H](C)[C@H]3[C@H](Cc4ccccc4)NC(=O)[C@@]312,x,3.5%
COc1cc(OC)cc(C(=O)N2CCN(C(=O)COc3ccc4ccccc4c3)CC2)c1,28.4,-2.5%
CCCn1c(SCC(=O)Nc2ccc(S(=O)(=O)N(C)C)cc2)n[nH]c1=O,0.5,-2.7%
N#Cc1ccc(C23CC4(C2)[C@H](CN(Cc2ccc(C(F)(F)F)cc2)[C@@H]4c2ccccc2)C3c2ccc(C(F)(F)F)cc2)cc1 (stereo not given in full),x,-1.0%
C=C(C)CNC(=S)Nc1cccc(N)n1,-4.1,-0.7%
CCOC(=O)c1c(-c2ccc(C)o2)csc1NC(=S)NC(=O)N(C)C,19.4,-6.6%
O=C(O)c1ccc(/C=N/NC(=O)c2cc(-c3cccs3)nc3ccccc23)cc1,7.1,2.9%
CCCOc1ccc(N2C(=O)CC(NCc3ccncc3)C2=O)cc1 (stereo not given),0.2,1.1%
CCC(CC)c1nc2cc(OC)c(OC)cc2c(=O)o1,3.8,-0.1%
CC(C)(C)c1n[nH]c(=S)n(N)c1=O,-18.3,0.9%
Cn1ncc2c(Nc3cccc(Cl)c3)nc(Nc3cccc(Cl)c3)nc21,7.8,-3.8%
COc1ccc2c(CC(=O)N3CCN(S(=O)(=O)c4cccs4)CC3)coc2c1,x,-0.3%
O=C1CC(/C=C/c2cccnc2)=Nc2ccccc2N1,4.1,-6.3%
Cc1cccc2cc(CN(C(=O)c3cccc([N+](=O)[O-])c3)C(C)C)c(=O)[nH]c12,9.2,-5.5%
COc1ccc(NC(=O)CSc2nccn2-c2ccccc2)cc1,10.2,3.3%
COc1ccc(C2/C=C\CN(C(=O)Nc3ccc(C(F)(F)F)cc3)CC(=O)N2Cc2ccc(F)cc2)cc1 (stereo not given),x,-0.5%
COc1ccc(-c2nc(CN3CCCCC3c3nccn3C)c(C)o2)c(C)c1C (stereo not given),9.9,1.4%
CC/C(Cc1ccccc1)=N\NC(=O)c1cc(C)oc1C,-10.1,6.9%
O=C(COC(=O)c1cc(-c2cccs2)nn1-c1ccccc1)Nc1ccc(Cl)c([N+](=O)[O-])c1,-4.5,-6.6%
c1csc(CNc2ncnc3sccc23)c1,x,0.4%
Clc1cccc(Cl)c1C1=NOC(c2nnc(-c3ccccc3)o2)C1 (stereo not given),x,-5.4%
COc1ccc(/C(N)=N/OC(=O)Cc2ccccc2)cc1,x,-5.0%
CN=c1scc(C)n1/N=C/c1ccc(O)c(O)c1O,x,6.9%
O=S(=O)(Nc1ccc(-c2cnco2)cc1)c1ccccc1,36.0,x
Cn1cc(/C=N/Nc2ccccc2)c2ccccc21,7.5,0.6%
CCO[C@H]1OC(C(=O)NCc2ccccc2)=C[C@@H](C2CC2)[C@@H]1CCCO,x,-6.5%
COc1ccc(-c2csc(NC(=O)C3COc4ccccc4O3)n2)cc1OC (stereo not given),x,-7.0%
O=C(NC(=S)N1CCCCCC1)c1ccccc1Cl,-9.2,3.8%
CCOC(=O)c1cnc(SCC(=O)Nc2nc(C)c(C)s2)nc1N,x,0.2%
CC1(C)C(C=C(Cl)Cl)C1C(=O)N(Cc1ccccc1Cl)C1CCS(=O)(=O)C1 (stereo not given),0.1,3.1%
Cc1ccsc1/C=N/NC(=O)c1ccc2c(c1)OCCO2,16.4,-0.5%
O=C(Nc1ccccc1)c1ccc(S(=O)(=O)N2CCOCC2)cc1,5.6,5.9%
N#CC1=C(N)Oc2n[nH]c(-c3cccs3)c2C1c1ccncc1 (stereo not given),4.8,3.0%
O=C(Nc1ccccc1OC(=O)N1CCOCC1)N1CCOCC1,-4.2,2.1%
Cc1ccc(S(=O)(=O)CCC#N)cc1,-3.2,-0.9%
CCN(CC)c1ccc2cc(C(N)=O)c(=N)oc2c1,-3.7,0.0%
COc1ccc(Cn2nnnc2C(c2cc3cccc(C)c3[nH]c2=O)N2CCOCC2)cc1 (stereo not given),-3.2,-3.5%
O=C(CCN1CCN(C/C=C/c2ccccc2)CC1)Nc1ccccc1F,-9.8,0.5%
CC(C)CC(=O)Nc1cc2nn(-c3ccccc3)nc2cc1Cl,-6.0,0.4%
CC1CCCN(c2nc3c(c(=O)[nH]c(=O)n3C)n2CCCc2ccccc2)C1 (stereo not given),-3.1,6.8%
Cc1ccc(S(=O)(=O)CCN2C=CC(C(F)(F)F)=NCC2)cc1,13.7,-0.9%
CCOC(=O)C1=C(CSc2nc(CC)c(C)cc2C#N)OC(N)=C(C#N)C1c1ccc(OC)cc1 (stereo not given),x,2.1%
Oc1cc(OCc2ccccc2)ccc1-c1[nH]ncc1-c1ccccc1,x,-1.9%
CCN(CC)S(=O)(=O)c1ccc2nc(CSc3nnnn3-c3ccc(O)cc3)[nH]c2c1,x,-3.1%
COC(=O)NNC(=O)C(C)Oc1ccc(Cl)cc1Cl (stereo not given),6.0,3.1%
Cc1noc(C)c1C(=O)Nc1ccccc1-c1ccccc1,7.6,0.4%
Fc1ccc(CN2CCN(c3ncccn3)CC2)cc1,6.2,2.3%
Cc1ccc2c(c1)CCCN2C(=O)c1ccncc1,-11.0,0.4%
CCN(CC)S(=O)(=O)c1cccc(C(=O)N2CC(O)CC2C(=O)OC)c1 (stereo not given),-7.3,1.1%
Nc1nc(-c2ccccc2)[nH]c(=O)c1N,-2.0,1.1%
Cc1ccc(CNC(=O)C(Cc2ccccc2)n2cccc2)cc1 (stereo not given),11.4,2.3%
Cc1cc(SCCOc2ccc(Br)cc2)nc(N)n1,x,-5.6%
COc1cccc(-c2csc(N3CCN(C(=O)NC45CC6CC(CC(C6)C4)C5)CC3)n2)c1,x,-3.8%
CCOC(=O)N/N=C(C)/C=C/c1ccco1,3.8,7.0%
COc1ccc(C(=O)OCC(=O)N2C(C)CCCC2C)cc1[N+](=O)[O-] (stereo not given),-10.8,-1.5%
CCN(CC)S(=O)(=O)c1ccc(/C=C/C(=O)OCC(=O)Nc2ccc(S(N)(=O)=O)cc2)cc1,-4.6,-5.4%
COc1ccc(CCN(CC(=O)NC(C)(C)C)C(=O)Cn2nnc(-c3ccc(C)o3)n2)cc1OC,2.7,0.6%
Cc1ccc(S(=O)(=O)c2ccc(Oc3cccc(C)c3)cc2)cc1,-8.1,0.0%
CC(C)c1nc(SCC(=O)Nc2ccc3c(c2)OCCO3)n[nH]1,-5.8,-3.0%

Next compounds.
canonical_smiles,RmlCD inh 1536,M. tuberculosis GlmU
COc1cc(/C=C/C(=O)O)cc(S(=O)(=O)Nc2ccc(F)cc2)c1OC,x,-1.3%
CN(c1ccccc1)S(=O)(=O)c1cccc(NC(=O)CSc2nncs2)c1,x,-1.8%
C=CCn1c(SCC(=O)c2ccc(O)c(O)c2)nnc1-c1ccccc1OC,x,0.6%
CN(CCc1ccccn1)C(=O)CCC1CCCN(C(=O)CCOc2ccccc2)C1 (stereo not given),x,-8.5%
COc1ccc(OC)c(-c2nc3ccccc3nc2-c2ccccc2)c1,7.3,0.0%
CCOc1cccc(/C=N/NC(=O)c2cc(-c3cccn3C)n[nH]2)c1O,9.6,-2.8%
O=C(O)COc1ccccc1/C=N/NC(=O)CSc1nc2ccccc2s1,-6.6,-0.6%
CCOC(=O)c1ccc(Oc2nc(OC)nc(N(C)C)n2)cc1,-8.1,5.4%
COc1cccc(/C=C/C(=O)OCC(=O)Nc2cc(C(F)(F)F)ccc2Cl)c1,-4.3,1.9%

Only part of the results is shown, so the mix of outcomes need not match the whole.
